# Bioassay records as filed in PubChem BioAssay.
# PP5 primary = PP5 (human) phosphatase inhibition; purified PP5c, OMFP substrate fluorescence; inhibition, % at 6.7 µM; 320,000 tested, 0.18% active; AID 1987;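 active means inhibition above the campaign's mean inhibition across all tested compounds plus 3 SD, cut at about 9.5% in these data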;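 further: 0% = DMSO only and 100% = 100 µM cantharidin control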
# TPT1 inh = inhibitors of Candida albicans tRNA 2'-phosphotransferase TPT1 | recombinant caTPT1, FP RNA substrate dephosphorylation | inhibition, % at 5 µM | 300,000 tested, 0.81% active;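 active means inhibition above the mean of all tested compounds plus 3 SD, set per screening campaign, cut at about 24% in these data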;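 further: plate controls were DMSO alone for no effect and ferristatin control at 100 nM for full effect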
# CTSL1 counter = cathepsin L1 inhibition, PFM18AAP counter-screen; recombinant F. hepatica cathepsin L1, Z-Leu-Arg-MCA fluorescence; inhibition, % at 5.96 µM; 300,000 tested, 0.49% active;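 active means inhibition above the mean of all tested compounds plus 3 SD, set per screening campaign, cut at about 17% in these data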;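 further: 0% = plate median of test compound wells and 100% = 1 µM Z-Phe-Ala-diazomethylketone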
# PP1 inh = PP1-alpha (human) inhibition in PP5 counter-screen; P62136; purified PP1alpha, OMFP fluorescence; inhibition, % at 6.7 µM; 320,000 tested, 0.9% active; AID 2235;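 active means inhibition above the mean inhibition of all tested compounds plus 3 SD, computed separately for each screening campaign, cut at about 15% in these data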
# Target sequence (P62136 whole entry, looked up): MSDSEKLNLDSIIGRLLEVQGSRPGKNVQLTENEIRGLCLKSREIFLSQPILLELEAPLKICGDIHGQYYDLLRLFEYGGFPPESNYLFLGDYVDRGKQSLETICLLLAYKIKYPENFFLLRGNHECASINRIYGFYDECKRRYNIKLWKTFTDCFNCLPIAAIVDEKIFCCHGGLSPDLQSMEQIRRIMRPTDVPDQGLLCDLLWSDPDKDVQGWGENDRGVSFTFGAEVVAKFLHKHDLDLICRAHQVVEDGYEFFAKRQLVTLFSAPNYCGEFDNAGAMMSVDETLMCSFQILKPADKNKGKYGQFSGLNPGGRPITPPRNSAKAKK
# EBNA-1 inhibitor = blocks EBNA-1 binding to DNA; EBNA-1 DNA binding, fluorescence polarization; inhibition, % at 14.8 µM; 300,000 tested, 0.34% active; AID 1950; in the data active means inhibition above about 28%
# PREPL inh = human PREPL enzyme inhibition; recombinant PREPL, fluorescence polarization activity-based probe; inhibition, % at 5.96 µM; 320,000 tested, 0.68% active; AID 2751; in the data active means inhibition above about 43%;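 further: 0% = enzyme with DMSO and 100% = wells lacking enzyme; many of its hits are not listed in these tables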
# Target sequence (Q4J6C6 whole entry, looked up): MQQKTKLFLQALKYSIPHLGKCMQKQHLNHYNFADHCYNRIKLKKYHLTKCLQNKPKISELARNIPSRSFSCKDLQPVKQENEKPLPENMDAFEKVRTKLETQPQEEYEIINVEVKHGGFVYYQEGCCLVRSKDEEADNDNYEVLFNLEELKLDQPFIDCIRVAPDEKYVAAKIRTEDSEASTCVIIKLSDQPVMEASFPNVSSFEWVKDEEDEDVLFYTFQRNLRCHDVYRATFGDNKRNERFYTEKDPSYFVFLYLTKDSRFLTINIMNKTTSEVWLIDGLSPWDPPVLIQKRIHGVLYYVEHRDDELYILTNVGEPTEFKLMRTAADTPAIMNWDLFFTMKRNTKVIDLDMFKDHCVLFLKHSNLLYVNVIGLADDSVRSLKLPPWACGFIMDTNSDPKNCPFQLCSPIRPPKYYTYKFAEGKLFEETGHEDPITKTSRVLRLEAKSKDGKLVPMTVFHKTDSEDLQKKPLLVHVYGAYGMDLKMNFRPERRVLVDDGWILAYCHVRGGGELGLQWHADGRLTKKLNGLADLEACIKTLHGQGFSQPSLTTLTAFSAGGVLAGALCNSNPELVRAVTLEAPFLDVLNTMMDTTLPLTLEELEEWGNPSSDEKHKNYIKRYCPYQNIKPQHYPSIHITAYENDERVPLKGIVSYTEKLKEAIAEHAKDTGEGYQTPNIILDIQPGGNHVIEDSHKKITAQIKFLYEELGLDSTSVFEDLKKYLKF
# HCV core dimer = blocks dimerization of HCV core protein; TR-FRET GST/Flag-core106 dimerization, 1536-well; inhibition, % at 5 µM; 300,000 tested, 0.33% active; AID 1899;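 active means inhibition above the mean of all tested compounds plus 3 SD, set per screening campaign, cut at about 45% in these data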
#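 System: GST/Flag-tagged HCV core106 proteins. Incubation: compound-protein-antibody incubation 4 h at 22.5 °C. Technique: HTRF with 340 nm excitation, 617/671 nm emission. Medium: KF-containing HEPES buffer, pH 7.45, DTT, CHAPS, BSA. Read-out: inhibition (%) from 671 over 617 nm ratio. Also added: Eu(K)-anti-GST 90 ng/mL plus XL665-anti-Flag 1 µg/mL.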
# ZTA counter = blocks Epstein-Barr virus ZTA, an EBNA-1 counter-screen; ZTA-DNA binding, fluorescence polarization; inhibition, % at 11 µM; 320,000 tested, 0.15% active; AID 2234; in the data active means inhibition above about 33%
# Efflux pump inh = antifungal efflux pump inhibition, Nile Red retention | S. cerevisiae Candida pump triplex | inhibition, % at 10 µM | 330,000 tested, 0.44% active;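 active means plate passing quality check with inhibition over a set limit, or well fluorescence over plate mean plus 4 SD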;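 further: Nile Red retained in pooled yeast measured as flow cytometry median fluorescence; 0% = buffer negative control and 100% = Enniatin B positive control; higher means more Nile Red kept so more efflux inhibition; some compounds called inactive have numbers as strong as hits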
# An asterisk follows results filed as active; x = no result given. The list is partial, so the mix of outcomes need not match the whole.
entry	Compound	PP5 primary	TPT1 inh	CTSL1 counter	PP1 inh	EBNA-1 inhibitor
1	Cc1ccc(SCC(=O)NCC2CCCO2)cc1 (stereo not drawn)	0.6	0	-2	-5	1
2	Cc1ccc(NC(=S)Nc2nc(CC(=O)Nc3ccccc3)cs2)cc1	10*	5	1	10	5
3	Cc1cccc(/C=N/NC(=O)c2ccc3c(c2)OCCO3)c1O	2.8	0	7	-1	-8
4	O=C(CNC(=S)N(Cc1ccccc1)Cc1ccccc1F)NCc1ccccc1	1.7	-2	1	6	-9
5	O=C(NCC1CCCO1)c1ccc(NS(=O)(=O)c2ccccc2)cc1 (stereo not drawn)	1.3	1	-5	-2	-15
6	O=c1cc(N2CCCCC2)c(-c2ccccc2)nn1Cc1ccc(Cl)cc1	2.4	-3	4	0	3
7	COc1ccc(N2CCN(C(=O)C3(C)CC3(Cl)Cl)CC2)cc1 (stereo not drawn)	2.1	-4	-2	2	1
8	CCOc1ccccc1NC(=O)CSc1nc2[nH]ncc2c(=O)[nH]1	-1.3	-1	5	-3	7
9	Cn1nccc1/C=C(/C#N)S(=O)(=O)c1ccccc1	-0.8	10	-2	-1	2
10	O=C(c1ccccc1)c1nccn1-c1ccc(Cl)nn1	3.4	-3	1	-3	-4
11	CC(C)Cc1nc2oc3c(N4CCN(CCO)CC4)ncnc3c2c2c1CCCC2	4.7	-5	3	6	-7
12	COc1ccc(NC(=O)c2cc(C3CC3)nc3c2cnn3C(C)C)cc1OC	4.3	x	x	4	x
13	CNC(=O)CS(=O)CC(=O)Nc1cc(OCCOC)c(Cl)cc1Cl (stereo not drawn)	1.3	-3	-3	-1	-2
14	CN(C)/C=C(\C=O)c1cccc(Cl)c1	1.2	0	7	-8	0
15	Cc1nc(C(=O)Nc2ccc(Cl)cc2Cl)nn1-c1cc(OC(C)C)c(Cl)cc1Cl	1.2	-3	-6	-2	-12

entry	PREPL inh	HCV core dimer	ZTA counter	Efflux pump inh
1	4	-1	-8	0.0
2	8	9	-8	0.2
3	12	0	1	0.2
4	-19	-1	-3	0.0
5	-2	4	-5	0.1
6	5	19	14	0.1
7	1	5	5	0.1
8	-18	2	13	-0.1
9	3	-1	-25	-0.1
10	-14	0	-11	0.1
11	8	-9	-24	0.0
12	16	x	1	0.1
13	-3	-2	2	0.3
14	9	-18	10	-0.1
15	15	6	-8	1.3*

# The list goes on, starting with the last 3 of the part before.
entry	Compound	PP5 primary	TPT1 inh	CTSL1 counter	PP1 inh	EBNA-1 inhibitor
13	CNC(=O)CS(=O)CC(=O)Nc1cc(OCCOC)c(Cl)cc1Cl (stereo not drawn)	1.3	-3	-3	-1	-2
14	CN(C)/C=C(\C=O)c1cccc(Cl)c1	1.2	0	7	-8	0
15	Cc1nc(C(=O)Nc2ccc(Cl)cc2Cl)nn1-c1cc(OC(C)C)c(Cl)cc1Cl	1.2	-3	-6	-2	-12
16	Cc1ccc(S(=O)(=O)N2CCC(=O)N(CCOCc3ccccc3)CC2)cc1	5.1	-1	-1	2	-5
17	CCOc1cc(Br)c(CC(=O)NC2CCCCCC2)cc1OCC	2.5	2	-3	0	-4
18	O=C(OCn1ncc(Br)c(Br)c1=O)c1ccc(F)cc1	3.2	-1	-10	3	0
19	Cc1ccc(C(C)C)c(OCC(=O)OCC(=O)c2c(N)n(C)c(=O)n(C)c2=O)c1	3.5	x	x	6	x
20	O=C(CSc1ccccc1)Nc1ccc(N2CCOCC2)c(F)c1	2.6	3	0	-12	-2
21	Cc1cccc(-n2nnnc2SCC(=O)Nc2ccc(N3CCN(C)CC3)cc2)c1	-0.6	0	3	1	-3
22	Cc1ccc(CCC(=O)Nc2ccc([N+](=O)[O-])cc2)o1	0.8	-4	0	-2	3
23	CC(C)(O)C#Cc1ccc(CN2CCN(Cc3ccccc3)C(CCO)C2)cc1 (stereo not drawn)	-2.7	0	-2	-1	-9
24	CCCC[C@H]1COCCS(=O)(=O)N1Cc1ccc(C)cc1	2.7	-1	2	4	13
25	COc1cc2c(cc1OC)C1=C(C#N)CCC(=O)N1CC2	2.6	-3	2	0	5
26	C[C@H](NC(=O)c1ccco1)C(=O)Nc1ccc(C#N)cc1	-1.7	0	-1	0	0
27	CCOc1ccccc1CNc1nc2nc3c(c(=O)n2[nH]1)CCC3	0.3	2	-4	1	2
28	CCSc1nnc(-c2cc(Br)ccc2N=Cc2c(C)[nH]n(-c3ccccc3)c2=O)c(=O)[nH]1	1.9	-1	2	0	-9
29	CC(C)c1cc(C(=O)Nc2cc(Cl)ccc2O)no1	2.1	-1	-3	2	-4
30	O=C(OCCC1Oc2cccnc2NC1=O)c1ccc([N+](=O)[O-])cc1 (stereo not drawn)	-0.5	2	5	-4	9

entry	PREPL inh	HCV core dimer	ZTA counter	Efflux pump inh
13	-3	-2	2	0.3
14	9	-18	10	-0.1
15	15	6	-8	1.3*
16	-1	4	-10	x
17	1	7	1	0.0
18	4	-57	9	0.1
19	41	x	-28	-0.3
20	30	5	-3	0.1
21	15	0	2	0.1
22	5	-5	0	0.1
23	-3	-1	-6	0.0
24	16	-9	14	-0.2
25	2	-5	5	0.0
26	-3	-4	-1	-0.1
27	-6	-1	-8	0.0
28	-1	8	-8	0.0
29	1	-5	-4	0.2
30	1	4	13	0.1

# Next section; the last 5 above are carried over.
entry	Compound	PP5 primary	TPT1 inh	CTSL1 counter	PP1 inh	EBNA-1 inhibitor
26	C[C@H](NC(=O)c1ccco1)C(=O)Nc1ccc(C#N)cc1	-1.7	0	-1	0	0
27	CCOc1ccccc1CNc1nc2nc3c(c(=O)n2[nH]1)CCC3	0.3	2	-4	1	2
28	CCSc1nnc(-c2cc(Br)ccc2N=Cc2c(C)[nH]n(-c3ccccc3)c2=O)c(=O)[nH]1	1.9	-1	2	0	-9
29	CC(C)c1cc(C(=O)Nc2cc(Cl)ccc2O)no1	2.1	-1	-3	2	-4
30	O=C(OCCC1Oc2cccnc2NC1=O)c1ccc([N+](=O)[O-])cc1 (stereo not drawn)	-0.5	2	5	-4	9
31	Cc1cccc(N2CCN(S(=O)(=O)c3cc(-c4cc(C)no4)ccc3C)CC2C)c1 (stereo not drawn)	-0.4	1	-2	-1	-9
32	Nc1nonc1-n1nnc(C(=O)N/N=C/c2cc(Br)cs2)c1-c1ccccc1	-0.4	-2	4	1	4
33	Cc1ccc2c(CN3CC(C)CC(C)C3)cc(=O)oc2c1 (stereo not drawn)	0.3	-2	0	0	4
34	COc1cccc(CNC(=O)c2cnc(-c3ccccn3)nc2C(F)(F)F)c1	-1.5	2	-3	-3	2
35	CC1(C)CC(C)(c2ccc(O)cc2O)N(c2ccc3ccccc3c2)C(=S)N1 (stereo not drawn)	4.4	-5	-4	-1	-4
36	C=CCOc1ccc(C2/C(=C(\O)c3c(C)[nH]c(C(=O)OC)c3C)C(=O)C(=O)N2CCN(C)C)cc1 (stereo not drawn)	1.4	5	-3	-2	3
37	CCOC(=O)c1cnc(SCC(=O)OC)nc1N	-1.2	0	1	-2	-11
38	CS(=O)(=O)c1ccc(-c2cccc(NC(=O)c3ccco3)c2)nn1	2.0	-3	3	9	-10
39	COc1cc2nc(N(CCCN(C)C)C(=O)c3ccc(S(=O)(=O)N4CCc5ccccc5C4)cc3)sc2cc1OC	0.7	0	3	-4	26
40	O=C(COC(=O)c1cc(-c2ccccc2)nc2ccccc12)Nc1ccc2c(c1)OCO2	3.1	2	-6	1	25
41	COc1ccc(NC(=O)[C@H](NC(=O)[C@@H]2Cc3ccccc3CN2)c2ccccc2)cc1	3.9	-2	-2	1	2
42	CCC(C(=O)N1CCN(c2cccc(Cl)c2)CC1)c1ccccc1 (stereo not drawn)	4.5	-2	3	1	-6
43	Cc1ccnc(NC(=O)c2cccc(NC(=O)Cc3ccccc3)c2)c1	3.7	-7	2	0	-14
44	O=C(NCCc1nc2ccccc2[nH]1)/C(=C/c1ccc(F)cc1)NC(=O)c1ccco1	-0.4	3	2	-4	0
45	O=C(Nc1ccc2c(c1)CCC2)c1cc2ccccc2o1	2.6	-3	2	4	-1

entry	PREPL inh	HCV core dimer	ZTA counter	Efflux pump inh
26	-3	-4	-1	-0.1
27	-6	-1	-8	0.0
28	-1	8	-8	0.0
29	1	-5	-4	0.2
30	1	4	13	0.1
31	-3	11	5	0.0
32	14	-5	-10	0.1
33	12	5	4	0.0
34	3	2	18	0.0
35	17	6	-21	-0.2
36	11	-5	10	0.2
37	0	-2	-9	0.0
38	13	-1	-8	-0.2
39	15	-4	2	0.1
40	0	17	10	-0.2
41	7	-1	15	0.0
42	-18	-1	-10	0.0
43	15	-3	-19	-0.1
44	-1	0	6	-0.1
45	0	7	11	0.0

# Going on with the list.
entry	Compound	PP5 primary	TPT1 inh	CTSL1 counter	PP1 inh	EBNA-1 inhibitor
46	CC(=O)Nc1nc2c(ccc3ccccc32)s1	2.3	0	2	-4	-13
47	CC(C)Cc1nc2oc3c(Cl)ncnc3c2c2c1CCCC2	-1.2	-6	0	-2	3
48	O=C1CC(NS(=O)(=O)c2cc(F)ccc2F)CN1c1cccc(F)c1 (stereo not drawn)	1.4	2	5	-3	-8
49	O=C(CSCc1cc(=O)[nH][nH]1)Nc1ccc(F)cc1	1.7	3	-2	0	-1
50	Cc1cc(C)c2nc(NNC(=O)c3ccc(S(=O)(=O)N4CCc5ccccc5C4)cc3)sc2c1	1.1	-1	0	22*	1
51	Cc1[nH][nH]c(=O)c1C(c1c(C)[nH][nH]c1=O)c1cn(Cc2cccc3ccccc23)c2ccccc12	2.6	3	3	16*	-4
52	COc1ccc(C2CC(=O)c3sc(N)nc3C2)cc1 (stereo not drawn)	-0.2	2	-1	-1	3
53	O=C(NCc1ccc(F)cc1)c1ccc(CNc2c(N3CCOCC3)c(=O)c2=O)cc1	-1.7	-4	0	1	3
54	CCN(CC(=O)Nc1ccc(NC(C)=O)cc1)C(=O)COc1ccc(C(=O)c2ccccc2)cc1	2.7	-4	2	-1	-3
55	CSc1ccc(/C=C(\C(=O)O)c2ccc(S(=O)(=O)N3CCCC3)s2)cc1	0.3	x	x	3	x
56	Cc1ccc(SCC(=O)c2ccc(CC(=O)O)s2)cc1	-1.4	6	2	1	0
57	c1cnc(NCCNc2ncccn2)nc1	-0.6	-2	-4	-1	1

entry	PREPL inh	HCV core dimer	ZTA counter	Efflux pump inh
46	-5	3	7	0.0
47	-2	-7	-3	0.0
48	-5	-4	6	0.0
49	-6	-3	8	0.0
50	8	52*	5	0.0
51	11	38	13	0.2
52	9	0	-10	0.0
53	-2	-4	0	0.1
54	2	4	-8	-0.2
55	7	x	5	0.0
56	20	3	-2	0.0
57	-9	0	-5	0.0

# HCV core dimer, what is marked active above
entry | mol | PP5 primary | TPT1 inh | EBNA-1 inhibitor | PREPL inh | HCV core dimer | Efflux pump inh
50 | Cc1cc(C)c2nc(NNC(=O)c3ccc(S(=O)(=O)N4CCc5ccccc5C4)cc3)sc2c1 | 1.1 | -1 | 1 | 8 | 52* | 0.0
